# Gal4-VP16 FLuc: VP16 counterscreen qHTS for inhibitors of ROR gamma transcriptional activity. 310,000 compounds, 3.5% hits. Potency, µM (top dose mostly 53.6 µM), inactives show top-dose activity, negative = inhibition, most hits filed as inhibitors. Drosophila S2 Gal4-VP16 UAS-luciferase, luminescence, 20 h;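 further: Gal4-VP16 expression switched on by copper sulfate through the metallothionein promoter; potency means the concentration at half of the fitted maximal effect; on the % scale 0 is the no-effect control and ±100 the full control effect; nearly all actives have a fitted effect of over 50% in size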
# ELG1 genotox: qHTS screen for small molecules that induce genotoxicity in human embryonic kidney (HEK293T) cells expressing luciferase-tagged ELG1; Potency, µM (top dose mostly 46 µM), for inactives: at the top dose activity change, positive = activation, most hits filed as activators; AID 504466, 2011; 330,000 compounds, 1.3% hits; HEK293T ELG1-luciferase reporter, luminescence, 16 h; further: potency means the concentration at half of the fitted maximal effect; % of control where 0% means no effect; nearly all actives have a fitted effect of over 60% in size
#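 HEK293T cells expressing luciferase-tagged ELG1 were treated with compound or DMSO for 16 hr at 37°C. Luciferase activity was then read after 30 min with ONE-Glo at room temperature; rising signal flags genetic stress.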
# Coupling enz: qHTS Assay for Inhibitors of Fructose-1,6-bisphosphate Aldolase from Giardia Lamblia: Coupling assay counterscreen. coupling enzyme system counterscreen, AmpLite Red fluorescence. AID 2472, 2010. activity change, negative = inhibition, % at 58.2 µM, hits read low. 290,000 compounds, 0.67% hits; in the data active means activity change below about -30%; further: on the % scale 0 is the no-effect control and ±100 the full control effect
#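 Coupling enzymes only (glyceraldehyde-3-phosphate) + compound, at 57.5 uM final, 10 min RT; add substrate/coupling/AmpLite Red mix, 20 min RT; fluorescence ex 525/em 598 nm. Actives flag coupling-system interference.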
# Tb PFK inh: qHTS Assay to Find Inhibitors of T. brucei phosphofructokinase. Potency, µM (top dose mostly 57.5 µM), for the others: at the top dose activity, negative = inhibition, hits mostly inhibitors. AID 485367, 2010. 330,000 compounds, 0.17% hits. ATP-dependent 6-phosphofructokinase (Trypanosoma brucei brucei), O15648. T. brucei PFK, ADP-Glo luminescence;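 further: potency means the concentration at half of the fitted maximal effect; 0% = uninhibited 1x PFK enzyme wells and -100% = no-enzyme wells; nearly all actives have a fitted effect of over 60% in size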
# Target sequence (O15648 whole entry, looked up): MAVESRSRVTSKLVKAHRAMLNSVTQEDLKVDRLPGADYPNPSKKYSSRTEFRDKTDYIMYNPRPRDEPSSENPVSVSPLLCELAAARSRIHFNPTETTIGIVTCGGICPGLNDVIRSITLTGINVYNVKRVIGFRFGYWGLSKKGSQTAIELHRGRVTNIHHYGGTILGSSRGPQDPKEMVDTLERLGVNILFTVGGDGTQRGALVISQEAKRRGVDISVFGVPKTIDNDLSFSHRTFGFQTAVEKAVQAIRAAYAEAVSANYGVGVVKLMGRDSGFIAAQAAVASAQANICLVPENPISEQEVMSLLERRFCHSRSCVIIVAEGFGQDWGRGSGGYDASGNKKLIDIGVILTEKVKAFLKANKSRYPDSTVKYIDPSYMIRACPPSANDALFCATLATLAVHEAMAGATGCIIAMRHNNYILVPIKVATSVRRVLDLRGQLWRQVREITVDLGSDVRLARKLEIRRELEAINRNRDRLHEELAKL
#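 ADP-Glo luminescence quantified ADP after 45 min at room temperature, with 1.25 nM T. brucei PFK, 0.1 mM ATP and 0.5 mM fructose-6-phosphate in pH 8.0 TEA buffer. qHTS titrations up to 57 µM; curves classified by quality.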
# Rab9 prom act: qHTS Assay for Rab9 Promoter Activators | 320,000 compounds, 2.8% hits | Potency, µM (highest dose often 9.22 µM), without a hit: top-dose activation, negative = inhibition, hits mostly activators | AID 485297, 2010 | Huh7 Rab9 promoter-luciferase reporter, luminescence, 24 h; further: potency means the concentration at half of the fitted maximal effect; % of control where 0% means no effect; nearly all actives have a fitted effect of over 60% in size
#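 Rab9 promoter-driven luciferase in stably transfected Huh7 cells; 1500 cells/well rested 2 h, exposed to compound in DMSO for 24 h at 37 °C, 5% CO2. Luminescence read 10 min after adding luciferase reagent at ambient temperature.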
# RORgamma inh: qHTS for inhibitors of ROR gamma transcriptional activity. Nuclear receptor ROR-gamma (Mus musculus), P51450. Drosophila S2 Gal4-RORgamma UAS-luciferase reporter, 20 h. Potency, µM (highest dose often 53.6 µM), for inactives: at the highest dose activity change, negative = inhibition, usual class: inhibitors. 310,000 compounds, 5.4% hits; further: potency means the concentration at half of the fitted maximal effect; on the % scale 0 is the no-effect control and ±100 the full control effect; nearly all actives have a fitted effect of over 60% in size
# Target sequence (P51450 whole entry, looked up, the tested form may be a part): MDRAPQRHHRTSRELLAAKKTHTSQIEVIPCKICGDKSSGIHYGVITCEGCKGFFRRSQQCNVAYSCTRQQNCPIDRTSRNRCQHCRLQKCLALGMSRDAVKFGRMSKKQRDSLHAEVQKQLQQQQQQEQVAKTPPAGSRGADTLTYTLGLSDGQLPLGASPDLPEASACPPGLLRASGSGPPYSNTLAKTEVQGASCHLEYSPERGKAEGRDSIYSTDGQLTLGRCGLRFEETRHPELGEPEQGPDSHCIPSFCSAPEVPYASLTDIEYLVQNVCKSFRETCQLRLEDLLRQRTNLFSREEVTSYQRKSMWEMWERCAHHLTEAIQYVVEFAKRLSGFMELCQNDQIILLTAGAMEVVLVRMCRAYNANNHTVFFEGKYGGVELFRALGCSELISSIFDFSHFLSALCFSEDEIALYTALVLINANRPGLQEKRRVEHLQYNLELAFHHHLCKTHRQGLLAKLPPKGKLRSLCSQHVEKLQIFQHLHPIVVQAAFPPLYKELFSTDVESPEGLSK
#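 Compounds are pin-transferred onto Drosophila Schneider cells expressing a copper-inducible Gal4–ROR gamma transactivation domain fusion. After 1 hr, copper sulfate is added to 700 uM final; luciferase is read 20 hr later.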
# NPC1 promoter act: qHTS Assay for NPC1 Promoter Activators. Huh7 NPC1 promoter luciferase reporter, 24 h. Potency, µM (doses to about 9.22 µM), without a hit: at the highest dose activation, actives largely listed as activators. 320,000 compounds, 2.4% hits. AID 485313, 2010;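 further: potency means the concentration at half of the fitted maximal effect; % of control where 0% means no effect; nearly all actives have a fitted effect of over 60% in size; reporter is driven by a mutant NPC1 promoter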
#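 Cells: Huh7 expressing luciferase under the NPC1 promoter, 1500/well. Seeded 2 h, compound added, incubated 24 h at 37 °C. Luciferase reagent, 10 min ambient, then luminescence.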
# uPA generation: qHTS for Inhibitors of Cell Surface uPA Generation; cell surface uPA generation assay, qHTS; Potency, µM (doses to about 38.3 µM), for inactives: at the highest dose activity change, negative = inhibition, most hits filed as inhibitors; 330,000 compounds, 0.31% hits; active means well fitted inhibition curve with a large enough effect; inconclusive means small, poorly fitted or top-dose-only effect; inactive means no such curve, though single readings can be large or run the other way; tested in mouse RAW 264.7 cells; further: potency means the concentration at half of the fitted maximal effect; on the % scale 0 is the no-effect control and ±100 the full control effect; nearly all actives have a fitted effect of over 55% in size
# Giardia kill: Small Molecules that selectively kill Giardia lamblia: qHTS; Giardia lamblia trophozoite viability; activity change, % at 7.66 µM, hits read low; 340,000 compounds, 0.15% hits; in the data active means activity change below about -80%; inconclusive means between about -30% and that limit;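 further: parasites exposed to compound for two days anaerobically before the ATP read; on the % scale 0 is the no-effect control and ±100 the full control effect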
#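 Trophozoites 100 cells/well + cpd; 48 hrs, 37 deg C, anaerobic. ATPLite 1-Step added, 15-30 min RT, luminescence read (ATP-based viability).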
# KCNH2 3.1 inh: qHTS for Inhibitors of KCHN2 3.1: Mutant qHTS | Potassium voltage-gated channel subfamily H member 2, brain isoform KCNH2 3.1 (human) | 340,000 compounds, 0.95% hits | AID 720553, 2013 | activity change, % (tested at about 1.8 µM) | U2OS KCNH2 3.1, thallium flux FluxOr; stronger effect = lower value;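 active means maximum activity change below -70%; inconclusive means maximum activity change from -70% to -50%; inactive means maximum activity change above -50%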;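 further: thallium influx rate constant from kinetic fluorescence after stimulation buffer; on the % scale 0 is the no-effect control and ±100 the full control effect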
#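 U2OS cells transduced with KCNH2 3.1 mutant virus (1.77 x 10^8 /mL, 4 h), plated overnight at 37 C, loaded 45 min with FluxOr dye plus Red40 quencher. Thallium flux rate constant from kinetic reads after stimulation buffer, normalised to controls.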
# FLuc counter: qHTS profiling assay for firefly luciferase inhibitor/activator using purifed enzyme and Km concentrations of substrates (counterscreen for miR-21 project). Potency, µM (highest dose often 57.5 µM), without a hit: at the highest dose activity change, negative = inhibition, actives largely listed as inhibitors. 360,000 compounds, 6.9% hits. purified FLuc, Km substrates, luminescence inhibition. Luciferin 4-monooxygenase (Photinus pyralis), P08659;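 further: potency means the concentration at half of the fitted maximal effect; plate controls were vehicle for no effect and reference inhibitor for full effect; nearly all actives have a fitted effect of over 55% in size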
#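 Purified P. pyralis luciferase, 10 nM final, with Km-level 10 uM D-luciferin and 10 uM ATP in 50 mM Tris acetate pH 7.5, 10 mM Mg acetate, 0.01% Tween-20, 0.05% BSA; 6-point qHTS titration about 60 µM downward; luminescence read.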
# Active calls of the source: *; ? = inconclusive; . = no result given; [ ] = remark or other dose. Unless noted, the call rests on the fitted dose curve; in most records, active means well fitted curve in the direction sought with a large enough effect; inconclusive means small, poorly fitted or top-dose-only effect, or another doubt; inactive means no such curve, though single readings can be large; an effect the other way counts as inactive or inconclusive.
Compound,Coupling enz,KCNH2 3.1 inh,ELG1 genotox,Rab9 prom act,FLuc counter,RORgamma inh,NPC1 promoter act,uPA generation,Tb PFK inh,Giardia kill,Gal4-VP16 FLuc
CCn1ncc([N+](=O)[O-])c1C(=O)n1nc(C)cc1C,2,3,?,-4%,?,24%,4%,-5%,-2%,41[activator],8%
O=C(Nc1ccc(N2CCN(c3ccc(C(F)(F)F)cn3)CC2)nc1)c1cccs1,0,-4,?,-8%,-4%,0%,1%,1%,3%,10,-13%
Cc1cc(C(=O)CSc2nn3c(=O)c(C(C)(C)C)nnc3s2)c(C)n1-c1ccc(F)cc1,-4,6,-1%,11%,?,?,10%,2%,-8%,2,2%
Cc1nn2c(N3CCCC3)c3c(nc2c1-c1ccccc1)CCC3,0,3,-4%,-5%,-15%,-29%,-3%,-3%,-5%,-2,6%
CC(=O)NN1C(=O)c2ccc(Oc3cccc([N+](=O)[O-])c3)cc2C1=O,1,-5,4%,-1%,0%,22%,1%,-7%,0%,-1,-7%
COc1cc(SC)ccc1C(=O)NCc1ccc(C)cc1,2,6,-2%,7%,?,38%,-1%,.,0%,9,-1%
Cc1cc(C)n(CCc2nc3c4ccccc4n(CC#N)c(=O)n3n2)n1,4,-1,-6%,8%,0%,-14%,0%,-2%,1%,-11,-2%
Cc1ccc(C(=O)c2sc3nsc(C)c3c2N)cc1,6,6,0.58µM*,2.8µM*,1.7µM*,1%,1.1µM*,1%,8%,-10,-9%
Cc1cccc(NS(=O)(=O)c2cc(C(=O)OC(C)C(=O)NCc3ccc4c(c3)OCO4)ccc2C)c1 (stereo not given),1,-1,-5%,-3%,-6%,?,0%,-5%,-9%,9,?
COc1ccc(-n2nc(C(=O)NCC(=O)NCCC3=CCCCC3)c3ccccc3c2=O)cc1,1,-13,-21%,-3%,-4%,?,-1%,-2%,-3%,10,0%
COc1ccccc1CCNC(=O)C(=O)NCC1OCCN1S(=O)(=O)c1ccc2c(c1)OCCO2 (stereo not given),.,-7,-10%,0%,-13%,-27%,0%,-8%,-9%,40[activator],?
CS(=O)(=O)c1ccc(Cl)c(C(=O)NC2CCSc3ccccc32)c1 (stereo not given),2,4,2%,0%,1%,13%,-5%,1%,-5%,0,1%
COc1cc(CCC(=O)NCC2CCCO2)cc(OC)c1OC (stereo not given),0,-1,2%,0%,0%,-13%,-4%,1%,-8%,-1,4%
O=C(Nc1ccccc1)C12CC3CC(C1)CC(n1cnc([N+](=O)[O-])n1)(C3)C2,-2,-5,0%,-3%,0%,12%,1%,1%,0%,?,-9%
CCCNc1c(NS(=O)(=O)c2c(F)c(F)c(F)c(F)c2F)c(=O)oc2ccccc12,.,-18,-10%,0%,-2%,-27%,-3%,-4%,25%,-13,-4%
O=C(CC1CCCCC1)Nc1ccc(-c2ccc3nncn3n2)cc1,-1,-12,7%,2%,-1%,18%,-2%,6%,6%,-13,-3%
O=C(Nc1ccnn1C1CCN(C(=O)c2ccc(F)cc2)CC1)C1CCOC1 (stereo not given),-1,9,1%,-4%,3%,4%,-4%,2%,-10%,-10,-7%
CSc1sc(C(=O)NCC2CC2)c(-c2cccs2)c1C#N,6,-7,-5%,-6%,-4%,30%,2%,-3%,-1%,-13,-3%
CC(C)COc1ccc(C(=O)Nc2ccc(NC(=O)c3ccco3)c(Cl)c2)cc1,2,-16,?,2%,-20%,-34%,-1%,4%,3%,-17,?
COc1cc(CN2CCN(CCCc3ccccc3)CC2CCO)cc(OC)c1 (stereo not given),3,-50,-5%,-3%,-2%,-16%[1.91 µM],12%,3%,2%,12,-5%
O=C(CSc1nnc(NC(=O)C2CC2)s1)NCc1ccccc1,-1,-2,7%,5%,0%,-11%,2%,6%,8%,-2,-2%
CC1(C)CC(=O)c2c(O)c(-c3ccccc3)c(=O)n(-c3ccccc3)c2C1,2,13,-3%,?,1%,-19%,-5%,5%,4%,3,-2%
COc1ccc(NC(=O)CCS(=O)(=O)c2cccc3nonc23)c(OC)c1,1,2,1%,7%,0%,40%,1%,1%,1%,11,16%
CCOC(=O)CNC(=O)COc1coc(CN2CCN(c3ccccc3)CC2)cc1=O,.,28,2%,5%,-1%,-3%,3%,3%,-20%,15,-10%

# Fetched one by one from the list above (4):
Compound,Coupling enz,KCNH2 3.1 inh,ELG1 genotox,Rab9 prom act,FLuc counter,RORgamma inh,NPC1 promoter act,uPA generation,Tb PFK inh,Giardia kill,Gal4-VP16 FLuc
Cc1ccc(C(=O)c2sc3nsc(C)c3c2N)cc1,6,6,0.58µM*,2.8µM*,1.7µM*,1%,1.1µM*,1%,8%,-10,-9%
CC(C)COc1ccc(C(=O)Nc2ccc(NC(=O)c3ccco3)c(Cl)c2)cc1,2,-16,?,2%,-20%,-34%,-1%,4%,3%,-17,?
COc1ccc(NC(=O)CCS(=O)(=O)c2cccc3nonc23)c(OC)c1,1,2,1%,7%,0%,40%,1%,1%,1%,11,16%
O=C(Nc1ccnn1C1CCN(C(=O)c2ccc(F)cc2)CC1)C1CCOC1 (stereo not given),-1,9,1%,-4%,3%,4%,-4%,2%,-10%,-10,-7%

# (further entries)
Compound,Coupling enz,KCNH2 3.1 inh,ELG1 genotox,Rab9 prom act,FLuc counter,RORgamma inh,NPC1 promoter act,uPA generation,Tb PFK inh,Giardia kill,Gal4-VP16 FLuc
CCS(=O)(=O)c1nc(S(=O)(=O)c2ccc(Cl)cc2)c(NCCCN2CCOCC2)s1,.,-20,0%,-1%,1%,2%,-1%,-14%,1%,-19,1%
S=c1nc[nH]c2c1sc1nc(-c3ccccc3)c3c(c12)CCCC3,11,4,-1%,-10%,6%,16µM*,-5%,-11%,0%,?,10µM*
COc1cc(-c2nn3c(-c4ccccc4)nnc3s2)cc(OC)c1OC,5,24,-3%,-3%,6%,-3%,14%,-3%,3%,12,-2%
COc1cccc(Nc2ncccc2C(=O)Nc2ccccc2)c1,0,-15,-6%,0%,?,14%,-5%,0%,-1%,-1,8%
Cc1occc1C(=O)N/N=C/C=C/c1ccccc1,-6,47,?,3.5µM*,?,7.1µM*,3.5µM*,-4%,-3%,24,?
Cc1ccc(CCC(=O)Nc2ccc([N+](=O)[O-])cc2)o1,0,14,1%,-2%,-8%,23%,-2%,-4%,-3%,-7,5%
CC1Cc2ccccc2N1C(=O)CNCCCN(C)C (stereo not given),-1,1,-12%,-13%,-1%,-4%,2%,5%,-1%,-7,5%
CCC1CN(C(=O)NCc2ccccc2)c2ccccc2O1 (stereo not given),0,1,-2%,-5%,4%,?,-1%,-3%,0%,17,-4%
COc1cc([C@H]2[C@@H]3CCCC[C@]3(O)CCN2Cc2ccccc2F)ccc1O,0,7,0%,0%,0%,9%,-2%,-1%,2%,-2,-9%
Cc1[nH]c2ccccc2c1NC(=O)CN1CCN(C(=O)c2ccco2)CC1,-16,-2,0%,-4%,0%,3%,2%,3%,0%,-4,3%
NCCNC(=O)Cn1c(=O)c2c3c(sc2n(Cc2ccccc2)c1=O)CCCC3,1,1,2%,-3%,0%,16%,1%,0%,-7%,-16,4%
COc1ccc(Cn2c(O)c(C=Nc3ccc(O)cc3)c3ccccc3c2=O)cc1,1,-12,-3%,-2%,-8%,1%,-3%,9%,7%,-20,-28%
COc1ccc(-c2cc(C(=O)OCC(=O)NC(C)C)c3ccccc3n2)cc1,1,12,5%,20%,6.7µM*,?,13%,-12%,8%,-2,-17%
CCOc1ccc(/C=C2/Sc3ccc(C(=O)NCC4CCCO4)cc3N(C)C2=O)cc1OC (stereo not given),-2,4,1%[9.26 µM],-1%,-20%,16%,-4%,-8%,3%,27,-2%
Cc1csc(=O)n1CC(=O)OCc1cccc2ccccc12,-8,-1,?,25%,15µM*,13%,18%,-2%,-2%,-4,-7%
